Source: PubChem BioAssay (several laboratories)
UHRF1 binding = UHRF1 methyl-DNA binding inhibition | Q96T88 | UHRF1 binding to methylated oligo, TR-FRET | inhibition, % at 4.4 µM | 0.75% of 370,000 active; in the data active means inhibition above about 21%;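 further: UHRF1 SRA domain binding a hemimethylated CpG hairpin DNA probe; 0% = median of test compound wells and 100% = reference inhibitor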
Target sequence (Q96T88 whole entry, looked up, the tested form may be a part): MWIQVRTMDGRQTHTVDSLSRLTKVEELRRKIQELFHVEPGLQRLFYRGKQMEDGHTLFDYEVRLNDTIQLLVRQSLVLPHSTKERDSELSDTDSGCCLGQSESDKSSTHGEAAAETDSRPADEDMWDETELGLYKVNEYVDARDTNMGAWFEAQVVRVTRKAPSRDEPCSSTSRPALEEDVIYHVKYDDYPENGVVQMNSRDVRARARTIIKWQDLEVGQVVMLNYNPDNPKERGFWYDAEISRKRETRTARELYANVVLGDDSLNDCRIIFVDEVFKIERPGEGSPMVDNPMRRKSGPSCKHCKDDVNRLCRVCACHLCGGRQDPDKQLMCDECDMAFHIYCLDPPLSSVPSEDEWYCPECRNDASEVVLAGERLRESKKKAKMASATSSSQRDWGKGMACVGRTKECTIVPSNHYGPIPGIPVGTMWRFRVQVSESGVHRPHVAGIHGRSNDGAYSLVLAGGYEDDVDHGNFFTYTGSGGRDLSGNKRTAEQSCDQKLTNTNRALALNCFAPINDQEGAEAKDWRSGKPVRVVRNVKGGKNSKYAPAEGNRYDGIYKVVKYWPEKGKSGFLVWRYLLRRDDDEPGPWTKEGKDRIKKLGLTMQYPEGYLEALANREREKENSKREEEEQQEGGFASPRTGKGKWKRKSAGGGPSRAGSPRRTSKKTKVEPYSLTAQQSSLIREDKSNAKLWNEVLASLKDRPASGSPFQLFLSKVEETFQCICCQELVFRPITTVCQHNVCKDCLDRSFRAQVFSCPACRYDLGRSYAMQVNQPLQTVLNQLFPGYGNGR
ARFGAP1 inhibitor = inhibitors of rat ARFGAP1; AID 651572; inhibition, % at 16.5 µM; 0.26% of 360,000 active; Arfgap1-stimulated ARF1 GTP hydrolysis, GDP FP detection; Q62848;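 active means inhibition above a per-plate limit, mean inhibition of low control wells plus 3 SD, cut at about 25% in these data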;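 further: 0% = DMSO wells with enzyme and 100% = wells lacking Arfgap1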
Target sequence (Q62848 1-136 limits assumed): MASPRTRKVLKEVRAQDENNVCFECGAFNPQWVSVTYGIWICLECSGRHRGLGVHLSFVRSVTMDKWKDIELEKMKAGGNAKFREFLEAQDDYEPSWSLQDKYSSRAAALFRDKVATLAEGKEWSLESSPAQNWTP
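Replicates: Single well per compound | Assay system: Truncated rat Arfgap1 GAP domain | Control set: No-Arfgap1 wells (100%) versus DMSO full-reaction wells (0%) | Times: Enzyme reaction 120 min at 25 °C after 20 min preincubation | Reagent: Human ARF1(Δ1-17)-GTP substrate | Measured by: Tracer-displacement fluorescence polarization with EDTA stop, 620/688 nm | Measure: Percent inhibition of Arfgap1-stimulated GTP hydrolysis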
PLC-gamma1 inh = PLC-gamma1 (human) inhibition, primary screen. P19174. purified PLC-gamma1, fluorogenic substrate, fluorescence. inhibition, % at 12.2 µM. 0.84% of 370,000 active. AID 720700; in the data active means inhibition above about 9.5%
Tn6 DDE FP = disrupts Tn6 cyclic peptide binding to fibrin D-Dimer-E complex; P02675; Fibrin DD(E) TRITC-Tn6 fluorescence polarization displacement; inhibition, % at 8.3 µM; 0.21% of 370,000 active; AID 720509;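 active means inhibition above a per-campaign cutoff: mean of compounds within control limits plus 3 SD, cut at about 15% in these data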;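 further: 0% = median of all compound wells on the plate and 100% = blocking peptide control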
PLCb3 inh = blocks human PLC-beta3 enzyme activity; inhibition, % at 12.2 µM; 0.18% of 370,000 active; Purified PLC-beta3, fluorogenic substrate, fluorescence; AID 720704; Q01970; in the data active means inhibition above about 11%;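 further: 0% = median of compound wells on plate and 100% = full blocker control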
DDE Tn7 FP inh = inhibitors of Tn7 peptide binding to human fibrin DD(E). FP displacement of FITC-Tn7 peptide from fibrin DD(E); 0% = median of compound wells per plate. inhibition, % at 8.3 µM. 0.13% of 370,000 active. AID 720508;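 active means inhibition above the mean of compounds falling within the control limits plus 3 SD of them, cut at about 14% in these data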;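 further: 0% = plate median of compound wells and 100% = 10 µM Aha-Tn7 peptide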
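Assay system: Fibrin-DD(E) protein isolated from polymerized human fibrin clots; read-out basis: percent inhibition; medium: Tris/NaCl/CaCl2 buffer, pH 7.8; signal: FP measurement; incubation: 10 min plus 3 h, room temperature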
NR1D1 modulator = modulators of human Rev-erb alpha DNA binding | P20393 | Rev-erbα–FITC-DNA binding, fluorescence polarization, 90 min | activity, % at 10 µM | 0.79% of 370,000 active;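 active means activity above about 14%, limit read from the data; passing the limit was not always enough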;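 further: 0% = DMSO wells with 35 nM protein and 100% = DMSO wells with 750 nM protein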
proKLK7 act = proKLK7 (human) activation, primary screen. P49862. purified proKLK7, EDANS-DABCYL substrate fluorescence; 100% is mature enzyme control, 0% vehicle. activation, % at 7 µM. 0.9% of 370,000 active;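 active means activation above the mean of all tested compounds plus 3 SD, computed per campaign excluding outliers beyond control limits, cut at about 13% in these data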
ASAP1 GAP inh = inhibitors of human ASAP1 ArfGAP activity; ASAP1-stimulated ARF1 GTP hydrolysis, GDP FP detection; inhibition, % at 16.5 µM; 0.19% of 360,000 active; Q9ULH1; in the data active means inhibition above about 25%;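 further: 0% = vehicle with enzyme and substrate and 100% = no enzyme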
HGIII-sPLA2 inh = Inhibits HGIII-sPLA2 liposome hydrolysis, primary screen | Q9NZ20 | QFRET BODIPY PC-A2 liposome hydrolysis, fluorescence | inhibition, % at 12.2 µM | 0.56% of 370,000 active | AID 743126;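 active means inhibition above mean plus 3 SD of compounds lying within the high and low control bounds, cut at about 19% in these data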;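 further: 0% = median of test compound wells and 100% = no enzyme DMSO wells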
* hit, by the source's call; nt = no result given.

#	SMILES	UHRF1 binding	ARFGAP1 inhibitor	PLC-gamma1 inh	Tn6 DDE FP	PLCb3 inh	DDE Tn7 FP inh	NR1D1 modulator	proKLK7 act	ASAP1 GAP inh	HGIII-sPLA2 inh
1	CC(C)C1CC(CCN2CCCCC2)(c2ccccc2)CCO1 (configuration not stated)	1	10	2	0	-3	5	2	1.1	-5	0
2	N#CC1=C(N)SC(N)=C(C#N)C1C1CC=CCC1 (configuration not stated)	-1	4	-10	-2	-18	8	-6	1.2	-4	2
3	Cc1ccc(C(C)C)c(OCc2ccc(-c3nnco3)cc2)c1	2	-3	-3	-8	-3	-3	0	0.1	10	4
4	COc1ccc(C(C(=O)NCC2CCCO2)N(C(=O)CNC(=O)c2cccs2)c2ccccc2)cc1OC (configuration not stated)	0	2	-1	-3	-2	6	2	0.2	12	4
5	Cc1ccc(S(=O)(=O)NNC(=O)c2sccc2-n2cccc2)cc1	-1	1	-4	1	-1	6	5	-0.3	11	-10
6	CC(C)CC(=O)Nc1nnc(S(=O)(=O)N2c3ccccc3CC2C)s1 (configuration not stated)	2	4	1	-11	2	-6	10	0.1	-5	-3
7	Cc1c(C)n(CCO)c2ncnc(Nc3ccc(F)cc3)c12	0	15	-3	-11	-8	-43	-2	0.4	0	-10
8	Cc1ccc(S(=O)(=O)NC2(C(F)(F)F)NC(=O)N(Cc3ccccc3)C2=O)cc1 (configuration not stated)	5	3	-2	-3	-12	-5	-1	-0.1	8	-1
9	COc1ccccc1N1CCN(C(=O)c2cc3cc(C)ccc3[nH]2)CC1	1	-7	5	-2	-2	-1	2	0.0	-2	5
10	COCCCn1c(SC(C)C(=O)NC2CC2)nc2ccccc2c1=O (configuration not stated)	3	9	4	-15	-11	-2	-9	0.0	2	15
11	CCOC(=O)N1CCN(C(=O)CN(c2ccc(Oc3ccccc3)cc2)S(C)(=O)=O)CC1	-4	-8	4	8	-1	7	0	-0.2	4	0
12	O=C(CCC(=O)NNC(=O)c1ccc([N+](=O)[O-])cc1)NCc1ccccc1	-2	2	0	2	0	2	6	0.0	-4	0
13	COc1ccc(/C=C/C(=O)NCc2ccc3c(c2)OCO3)cc1OC	-1	9	-7	-2	-23	3	-5	0.8	-4	14
14	COc1ccc(C(=O)Nn2cnc3ccccc3c2=O)cc1[N+](=O)[O-]	-5	-17	2	-5	-3	1	5	0.4	0	1
15	CCc1nc(NCC2CC2)c2nnn(Cc3ccccc3)c2n1	3	3	-2	5	-5	0	-3	0.6	2	8
16	Cc1ccc(C(=O)COC(=O)CCC(=O)Nc2ccccc2Cl)cc1[N+](=O)[O-]	-3	-2	-1	7	-25	-3	-7	0.4	4	1
17	O=C(CCCCCN1C(=O)c2cccc3cccc(c23)C1=O)NCCCO	0	2	-19	2	-27	-5	4	-0.3	0	1
18	COc1ccc(CN(C)CC2CCCN(CCc3ccc(Cl)cc3)C2)cc1OC (configuration not stated)	4	4	2	-10	-7	1	1	0.4	10	9
19	CC(NS(=O)(=O)c1ccc(Br)cc1)C(=O)NCc1ccco1 (configuration not stated)	-2	1	-1	5	0	-1	-7	-0.7	-4	-2
20	COc1cc(/C=C(\NC(C)=O)C(=O)NC(C)(C)CC(C)(C)C)ccc1OC(C)=O	-3	-11	-2	-1	-1	1	-3	0.8	5	1
21	CC1CN=C(N(C(=S)Nc2ccccc2)c2cccc(C(F)(F)F)c2)S1 (configuration not stated)	-2	1	4	-1	-4	3	2	-0.3	2	-10
22	O=C(COc1cccc2c1CCNC2=O)Nc1ccc(F)cc1	0	9	-2	-2	-5	-2	-4	-0.4	7	5
23	Cc1ccc(C)c(S(=O)(=O)NCc2ccc(C(=O)N3CCC(Cc4ccccc4)CC3)cc2)c1	1	-5	1	-3	3	-10	0	0.6	-2	-36
24	C=CCN(C)CC#Cc1ccc(C)cc1	1	nt	0	0	-2	11	-2	0.0	nt	13
25	Cc1cc(C)nc(SCCC(=O)Nc2ccc(F)cc2)n1	-3	7	-1	-5	-7	3	5	-0.4	4	0
26	O=C(NCCCN1CCOCC1)c1cc(-c2ccc(Br)cc2)on1	0	5	0	-2	-5	-1	5	0.1	-9	5
27	C=CCn1c(Cc2cccs2)nnc1SCC(=O)Nc1cccc2ccccc12	-1	nt	-2	0	3	5	-4	0.3	nt	-2
28	COc1cccc(-c2nc(CS(=O)(=O)CC(=O)NCc3ccc(Cl)cc3)c(C)o2)c1	1	-2	-2	3	1	3	29*	-0.1	-7	8
29	Cc1cccc(NC(=O)COc2ccc(/C=N\n3cnnc3)cc2)c1	0	1	0	2	1	5	-4	-0.9	-7	4
30	CC1C(=O)N(Cc2cn(Cc3ccco3)nn2)CCS(=O)(=O)N1Cc1ccc(-c2ccccc2Cl)cc1 (configuration not stated)	-1	1	-4	8	1	3	10	0.5	6	-35
31	COc1ccc(OC(=O)N(C)C[C@H]2OCc3cn(nn3)CCCC(=O)N([C@H](C)CO)C[C@@H]2C)cc1	-1	6	2	5	-2	5	-5	0.4	-3	12
32	COc1ccc(C)cc1S(=O)(=O)N1CCN(S(=O)(=O)c2cc(C(=O)O)ccc2C)CC1	1	3	1	8	-2	12	-1	-0.2	-1	-10
33	COCCNC(=O)CN1CCN(S(=O)(=O)c2ccc3c(c2)CCCC3)CC1	-2	7	0	-1	-7	-6	6	-0.9	9	1
34	CC(=O)Nc1ccc(/C=N/N2CCCCC2)cc1	0	4	2	-5	1	-6	5	-0.4	-1	5
35	Cc1ccc(CNC(=O)CSc2ccsc2[N+](=O)[O-])cc1	-4	-1	-4	-2	-8	4	-1	-0.7	7	-5
36	CC1(C(=O)Nc2ccc3c(c2)OCO3)CCN1C(=O)CC1CC1 (configuration not stated)	-2	20	-1	10	-1	-1	-2	0.2	-6	-3
37	C=CCOc1cccc(C2C(C(=O)c3ccco3)=C(O)C(=O)N2Cc2cccnc2)c1 (configuration not stated)	-8	8	-4	5	-6	-6	4	1.1	0	-4
38	O=C(CSc1nnc(C2CCCCC2)o1)Nc1ccccc1Cl	-1	-3	-1	-2	-9	-5	-1	0.3	5	-6
39	O=C(NCCCn1ccnc1)C(=O)NCc1ccc(Cl)cc1	0	5	-1	9	2	-5	0	-0.3	-10	-3
40	CC(C)c1cc(C(C)C)n2nc(N)nc2n1	1	-5	1	-4	-5	-6	1	-0.9	9	3

Next compounds follow.
Each structure is followed by: UHRF1 binding	ARFGAP1 inhibitor	PLC-gamma1 inh	Tn6 DDE FP	PLCb3 inh	DDE Tn7 FP inh	NR1D1 modulator	proKLK7 act	ASAP1 GAP inh	HGIII-sPLA2 inh
41: Cc1nn(CC(=O)NC(=O)NC2CCCC(C)C2C)c(=O)c(C#N)c1C (configuration not stated)
→ 3	-7	-7	-5	-9	-1	-1	0.6	-6	-28
42: COc1ccc(C(=O)O)cc1S(=O)(=O)Nc1cc(C(F)(F)F)ccc1N1CCCCC1
→ -1	-6	5	3	1	-6	3	0.1	-9	-14
43: Cc1cc(C(=O)NCC(c2ccco2)N2CCCC2)c2ccccc2n1 (configuration not stated)
→ 0	2	-4	5	-8	-4	5	-0.3	0	9
44: CC(C)(C)c1ccc(CNc2nc(-c3ccccn3)nnc2-c2ccccc2)cc1
→ 5	nt	18*	-18	5	-5	-3	nt	nt	40*
45: COc1ccc(CNC(=O)C(=O)NCCC2CCCCN2S(=O)(=O)c2cccs2)cc1 (configuration not stated)
→ -1	24	0	-5	-4	0	5	0.3	11	0
46: CC(C)(Oc1ccc(Cl)cc1)C(=O)Nc1c2c(nn1C(C)(C)C)CS(=O)(=O)C2
→ 1	-13	0	2	-6	9	-1	-0.2	-13	9
47: Cc1cccc(CN2C(=O)CCSc3ccc(Cl)cc32)c1
→ 1	7	3	5	6	2	-1	0.4	-5	10
48: CCCCNC(=O)[C@H](Cc1c[nH]c2ccccc12)NC(=O)c1ccccc1Cl
→ 4	-9	1	-4	2	-4	-5	-0.4	-5	-52
49: CCOCC(=O)N1CCN(c2ccc(F)cc2)CC1
→ 2	-8	3	-3	2	9	-1	-0.3	-7	7

Grouped by structure: the entries above containing an aryl methoxy group
Each structure is followed by: UHRF1 binding	ARFGAP1 inhibitor	PLC-gamma1 inh	Tn6 DDE FP	PLCb3 inh	DDE Tn7 FP inh	NR1D1 modulator	proKLK7 act	ASAP1 GAP inh	HGIII-sPLA2 inh
4: COc1ccc(C(C(=O)NCC2CCCO2)N(C(=O)CNC(=O)c2cccs2)c2ccccc2)cc1OC (configuration not stated)
→ 0	2	-1	-3	-2	6	2	0.2	12	4
9: COc1ccccc1N1CCN(C(=O)c2cc3cc(C)ccc3[nH]2)CC1
→ 1	-7	5	-2	-2	-1	2	0.0	-2	5
13: COc1ccc(/C=C/C(=O)NCc2ccc3c(c2)OCO3)cc1OC
→ -1	9	-7	-2	-23	3	-5	0.8	-4	14
14: COc1ccc(C(=O)Nn2cnc3ccccc3c2=O)cc1[N+](=O)[O-]
→ -5	-17	2	-5	-3	1	5	0.4	0	1
18: COc1ccc(CN(C)CC2CCCN(CCc3ccc(Cl)cc3)C2)cc1OC (configuration not stated)
→ 4	4	2	-10	-7	1	1	0.4	10	9
20: COc1cc(/C=C(\NC(C)=O)C(=O)NC(C)(C)CC(C)(C)C)ccc1OC(C)=O
→ -3	-11	-2	-1	-1	1	-3	0.8	5	1
28: COc1cccc(-c2nc(CS(=O)(=O)CC(=O)NCc3ccc(Cl)cc3)c(C)o2)c1
→ 1	-2	-2	3	1	3	29*	-0.1	-7	8
31: COc1ccc(OC(=O)N(C)C[C@H]2OCc3cn(nn3)CCCC(=O)N([C@H](C)CO)C[C@@H]2C)cc1
→ -1	6	2	5	-2	5	-5	0.4	-3	12
32: COc1ccc(C)cc1S(=O)(=O)N1CCN(S(=O)(=O)c2cc(C(=O)O)ccc2C)CC1
→ 1	3	1	8	-2	12	-1	-0.2	-1	-10
42: COc1ccc(C(=O)O)cc1S(=O)(=O)Nc1cc(C(F)(F)F)ccc1N1CCCCC1
→ -1	-6	5	3	1	-6	3	0.1	-9	-14
45: COc1ccc(CNC(=O)C(=O)NCCC2CCCCN2S(=O)(=O)c2cccs2)cc1 (configuration not stated)
→ -1	24	0	-5	-4	0	5	0.3	11	0
